# PMI act satM6P: human PMI activators, high substrate, primary screen, biochemical, fluorescence intensity, near-saturating mannose 6-phosphate. Mannose-6-phosphate isomerase (Homo sapiens), P34949. AID 1216, 2008. hit rate 0.34% among 190,000. coupled PMI enzyme assay, resazurin fluorescence, 20 min; hits give high values; 1 = untreated enzyme, 0 = substrate-free blank. activation factor at 20 µM;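 active means activation factor of 2 or more at 20 µM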
#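 Technique: Diaphorase-driven resazurin-to-resorufin fluorescence, excitation 544, emission 590 nm | Assay system: Human PMI in coupled enzyme assay | Times: Enzyme reaction with compound 20 min at room temperature | Medium: HEPES-buffered pH 7.4 with magnesium and detergent | Reagent: Mannose-6-phosphate 1.0 mM (near-saturating) plus 0.22 mM NADP+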
# S1P3 antag: S1P3 receptor antagonists, primary screen, cell-based; Sphingosine 1-phosphate receptor 3 (Homo sapiens), Q99500; CHO S1P3 NFAT-BLA reporter, FRET fluorescence, antagonist mode; inhibition, % at 4.98 µM; hit rate 0.27% among 170,000; AID 485, 2006;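 active means inhibition above the plate cutoff, the mean inhibition of test wells on that plate plus 3 SD, cut at about 28% in these data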;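 further: cells challenged with S1P at its EC80 of 0.8 µM; blue over green emission ratio from cleaved BLA substrate after 4 h stimulation; 0% = S1P-stimulated wells and 100% = unstimulated DMSO-only wells; some compounds past the cut are filed as inactive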
# Target sequence (Q99500 whole entry, looked up): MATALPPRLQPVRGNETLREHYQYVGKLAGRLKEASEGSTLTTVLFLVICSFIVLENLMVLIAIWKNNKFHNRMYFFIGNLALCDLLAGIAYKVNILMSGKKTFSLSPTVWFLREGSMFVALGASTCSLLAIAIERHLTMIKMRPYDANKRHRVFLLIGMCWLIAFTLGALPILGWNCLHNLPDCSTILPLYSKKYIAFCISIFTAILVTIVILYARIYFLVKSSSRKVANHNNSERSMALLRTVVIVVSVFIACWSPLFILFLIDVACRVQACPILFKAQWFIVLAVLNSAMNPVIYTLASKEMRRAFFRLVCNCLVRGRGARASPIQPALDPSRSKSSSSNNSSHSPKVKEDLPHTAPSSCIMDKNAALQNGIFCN
# TNAP inh hi DEA: human TNAP enzyme inhibitors, primary screen, biochemical, luminescent, high phosphate acceptor level, uHTS; purified TNAP, CDP-star luminescence, 1 M DEA; inhibition, % at 20 µM; hit rate 0.03% among 200,000;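 active means over 50% inhibition of tissue-nonspecific alkaline phosphatase at 20 µM in the single-dose screen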;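 further: plate controls were DMSO wells for no effect and EDTA-quenched wells as full inhibition for full effect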
# Target sequence (P05186 whole entry, looked up): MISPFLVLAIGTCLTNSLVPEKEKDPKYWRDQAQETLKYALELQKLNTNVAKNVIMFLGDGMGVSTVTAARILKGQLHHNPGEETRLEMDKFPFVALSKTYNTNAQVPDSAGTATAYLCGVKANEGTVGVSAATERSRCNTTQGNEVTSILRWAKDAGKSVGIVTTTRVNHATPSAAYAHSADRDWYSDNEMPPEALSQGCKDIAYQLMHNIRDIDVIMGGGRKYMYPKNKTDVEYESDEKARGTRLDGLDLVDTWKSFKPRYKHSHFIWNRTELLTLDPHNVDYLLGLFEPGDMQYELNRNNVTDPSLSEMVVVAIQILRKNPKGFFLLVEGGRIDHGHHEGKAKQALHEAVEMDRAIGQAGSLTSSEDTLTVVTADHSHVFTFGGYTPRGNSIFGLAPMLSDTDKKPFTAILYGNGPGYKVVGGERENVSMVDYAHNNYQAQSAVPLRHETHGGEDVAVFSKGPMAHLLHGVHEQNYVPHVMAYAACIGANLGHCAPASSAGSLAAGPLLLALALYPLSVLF
# Redox H2O2 prof: compounds producing H2O2 with reducing agent – biochemical, NIH compound library profiling, artefact control for MLSCN library redox annotation, primary screen; DTT-dependent redox cycling H2O2, phenol red/HRP absorbance; 100% = 100 µM peroxide control, 0% = buffer; activation, % at 10 µM; hit rate 0.03% among 200,000; AID 878, 2007;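 active means activation of at least 50% relative to the plate's high and low controls in the primary single-dose screen; inactive means activation below 50%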;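 further: compound incubated with DTT at 0.8 mM final as the reducing agent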
# Efa HMGR inh: inhibitors of E. faecalis class II HMGR, primary screen, biochemical, Enterococcus faecalis; HMG-CoA reductase (Enterococcus faecalis, mvaE); purified E. faecalis HMGR, NADPH absorbance 340 nm kinetic; inhibition, % at 10 µM; hit rate 0.41% among 190,000; AID 1066, 2008;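 active means inhibition above a set limit, the median over all tested compounds plus 3 SD, cut at about 9.5% in these data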;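 further: enzyme runs in reverse so mevalonate oxidation gives rising NADPH absorbance; 0% = complete reaction with DMSO and 100% = background rate lacking mevalonate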
# Lmaj promast: Leishmania major promastigote growth inhibition, primary screen | inhibition, % at 10 µM | Leishmania major promastigotes, resazurin fluorescence viability | hit rate 9% among 200,000; in the data active means inhibition above about 50%;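 further: promastigotes grown with compound for 44 hours at 28 °C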
# Hsp70 act: Hsp70 transcriptional activators, primary screen, cell-based, HeLa, Hsp70 promoter luciferase, luminescence, 10 µM; HeLa Hsp70 promoter luciferase reporter; scaled: vehicle 0, proteasome-inhibitor control 100%; activation, % at 10 µM; hit rate 0.04% among 200,000;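 active means activation above the mean across all tested compounds plus 3 SD, cutoff set per campaign, cut at about 5.5% in these data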;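 further: 100% = MG132 at 30 µM as the positive control and 0% = DMSO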
# PMI activator: activators of human PMI, primary screen, biochemical, fluorescence intensity, near-Km mannose 6-phosphate; activation factor at 20 µM; Mannose-6-phosphate isomerase (Homo sapiens), P34949; purified human PMI, coupled resazurin fluorescence, 20 min; hits give high values; 1 = vehicle control, 0 substrate-free wells; hit rate 0.005% among 190,000; AID 1214, 2008;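 active means activation factor of 2 or more at 20 µM, relative to plate controls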
# TNAP inh no acc: human TNAP enzyme inhibitors, primary screen, biochemical, luminescent, no phosphate acceptor, uHTS. Alkaline phosphatase, tissue-nonspecific isozyme (Homo sapiens), P05186. purified TNAP, CDP-star luminescence, 30 min. inhibition, % at 20 µM. hit rate 0.26% among 200,000. AID 1012, 2008;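 active means tissue-nonspecific alkaline phosphatase inhibition above about 50% at 20 µM in the single-dose screen, limit read from the data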;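 further: 0% = DMSO negative control and 100% = EDTA positive control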
# RAM inhibit: inhibitors of the yeast RAM network, primary screen, dse1pr::URA3 reporter, 5-FOA selection; S. cerevisiae dse1pr::URA3 reporter, 5-FOA growth OD615, 2 d; analog-sensitive cbk1-as2 kinase mutant strain; inhibition, % at 50 µM; hit rate 1.8% among 190,000;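 active means inhibition above a set limit, 3 SD over mean compound inhibition, cut at about 8.4% in these data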;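 further: 0% = DMSO-only wells with no growth and 100% = 10 µM 1-NA-PP1 full growth; inhibition rescues growth on 5-FOA so higher OD means more RAM inhibition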
# * hit, by the source's call; . = no result given.
# Sequence of screens – PMI act satM6P	S1P3 antag	TNAP inh hi DEA	Redox H2O2 prof	Efa HMGR inh	Lmaj promast	Hsp70 act	PMI activator	TNAP inh no acc	RAM inhibit
- Cc1ccc(SCC(=O)c2sc(-c3ccccc3)nc2C)cc1
  0.8	.	-2.3	2.1	-3.2	-6.4	-0.2	0.8	-0.8	2.1
- COc1ccc(Cl)cc1-c1nc(-c2ccc(NC(=O)c3ccncc3)cc2)no1
  .	-9.0	.	3.6	.	15.9	-0.2	.	.	.
- COc1cc(N2CCCC2)c(OC)cc1/C=c1/sc2nc3ccccc3n2c1=O
  0.5	.	23.2	-1.3	2.1	0.6	-0.2	0.8	18.5	2.6
- CCOC(=O)c1ccc(NC(=O)CNS(=O)(=O)c2ccccc2)cc1
  1	.	2.7	0.4	-2.3	-5.9	-0.5	1	1.1	2.8
- COc1ccccc1OCc1nc(C#N)c(NCc2ccco2)o1
  0.9	34.7	-0.3	0.3	-0.6	7.5	0.2	0.8	-7.1	-0.7
- COc1ccccc1CNC(=O)CSc1ccc(-c2ccncc2)nn1
  1	-5.0	-2.1	-0.5	-5.0	94.1*	-0.2	1	6.6	1.5
- Cc1ccc(NC(=O)c2c(C)noc2C)cc1
  1.1	.	-4.9	0.7	-1.7	-4.0	-0.4	1.1	-2.6	0.9
- O=[n+]1c2c(n([O-])c3c1CCCC3)CCCCC2
  0.9	9.9	-9.5	0.1	-1.0	-1.9	-0.3	1	-18.0	2.1
- O=C(/C=C/c1c(Cl)nc2ccccn12)N1CCN(c2ccccc2F)CC1
  0.9	-6.4	-2.0	-1.9	0.3	19.6	0.2	1	-8.7	4.0
- Cc1ccc(Cn2c(SCC(=O)NCc3ccco3)nc3ccsc3c2=O)cc1
  0.9	.	-1.2	-2.2	-4.9	0.3	-0.4	0.9	-18.0	4.8
- O=S(=O)(c1ccc(F)cc1)N1CC2CCCN2c2ccc(C(F)(F)F)cc21 (centres undefined)
  0.9	.	-3.1	-0.8	1.5	9.3	0.0	0.9	-10.8	6.7
- S=c1[nH]nc(COc2ccc(Cl)cc2)o1
  1.1	3.8	-3.5	-0.2	0.5	-7.0	-0.3	1	-9.7	-1.1
- COc1ccc(-n2c(=O)c3ccccc3n(CC(=O)Nc3cc(C)on3)c2=O)cc1OC
  0.9	-10.1	-0.2	-3.0	-1.0	-6.5	0.0	0.9	-4.7	2.8
- CCOC(=O)c1c(NC(=O)Cn2nc(C(F)F)cc2C(F)F)sc(C)c1C
  0.8	.	-10.4	-17.5	-4.3	-4.9	0.0	0.8	-0.8	9.6*
- CCn1c(C)nc2c1C(=O)c1ccccc1C2=O
  0.9	.	-3.8	-3.6	2.6	9.0	-0.3	1.2	4.4	0.8
- CC(C)c1cccc(C(C)C)c1NC(=O)COC(=O)[C@H](C)NC(N)=O
  1.1	-24.2	-5.8	-1.5	-4.9	-11.1	-0.2	1.1	-1.3	0.4
- Cc1cccc(/C=N/NC(=O)C2CCCNC2=O)c1 (centres undefined)
  0.9	-16.1	3.1	-0.3	-1.1	6.3	-0.3	1	-2.9	1.4
- O=C1[C@H]2C(c3ccccc3)=NN(c3ccccc3)[C@H]2C(=O)N1c1ccccc1
  0.9	-6.8	0.1	-0.2	3.0	-0.3	-0.1	0.9	-14.1	6.1
- O=C(c1cnc2ccc(Cl)cc2c1Cl)N1CCOCC1
  .	-4.2	-1.4	3.2	2.2	-4.9	-0.2	.	-5.1	1.4
- COCCOc1cc(N(CC(=O)N(C)C)S(=O)(=O)c2ccccc2)c(Cl)cc1Cl
  1	-10.9	-7.7	0.5	-4.4	-2.0	0.1	0.9	-10.7	0.0
- COc1ccc(OC)c(CCNC(=O)Cn2cccc2C(=O)c2ccccc2C)c1
  0.8	5.6	-5.1	0.0	-0.6	15.7	-0.2	0.8	-8.7	0.9
- COc1ccccc1NC(=O)c1nnn(CC(=O)Nc2cccc(SC)c2)c1N
  0.9	.	-1.8	5.1	-9.8	2.5	-0.2	0.9	-16.9	5.3
- CC1(C)NC(=O)N(CCCCOc2ccc(Cl)cc2)C1=O
  1	.	-4.6	0.1	-5.4	-4.2	-0.2	1	-15.5	-0.6
- COc1cc(-c2nnc(SCC(=O)c3ccccc3)o2)cc(OC)c1OC
  1	13.1	-0.7	1.4	-1.1	9.7	0.0	0.9	-11.9	4.7
- COC(=O)CC1C(=O)NCCN1C(=S)NC(=O)c1ccccc1[N+](=O)[O-] (centres undefined)
  1.1	-1.0	-4.2	0.0	-1.5	-8.7	-0.4	0.9	-3.7	0.5
- Cc1ccc2nc(NC(=O)CN3C(=O)C4CC=CCC4C3=O)sc2c1 (centres undefined)
  0.9	-12.5	-2.3	-0.7	-3.9	-3.7	0.0	1	2.5	3.3
- O=C(COC(=O)C1CCN(S(=O)(=O)c2ccc3c(c2)OCCO3)CC1)Nc1cc(C(F)(F)F)ccc1Cl
  1.1	-13.7	-2.1	0.2	6.0	-5.9	-0.3	1	-12.0	-0.4
- CCOC(=O)c1nn(-c2cccc(OC)c2)c(-c2ccccc2)c1C(=O)c1ccccc1
  0.9	.	-0.2	-7.5	2.2	14.2	-0.3	0.9	-4.0	6.3
- CCCCCCOc1ccc(C(=O)O)cc1C#N
  1	-10.9	-2.2	0.3	-3.0	-5.5	-0.1	1	-6.8	2.3
- COCCN=c1scc(-c2cc(OC)ccc2OC)n1/N=C/c1c[nH]c2ccccc12
  0.9	10.1	-4.1	-0.3	0.4	40.6	-0.4	0.8	-14.2	1.7

# Next part:
# Sequence of screens – PMI act satM6P	S1P3 antag	TNAP inh hi DEA	Redox H2O2 prof	Efa HMGR inh	Lmaj promast	Hsp70 act	PMI activator	TNAP inh no acc	RAM inhibit
- CCO[C@@H]1OC(C(=O)N2CCN(Cc3ccccc3)CC2)=C[C@H](c2ccccc2)[C@H]1CCCO
  1	2.8	-7.7	0.5	-2.6	-3.6	0.1	0.9	-9.8	0.6
- ONc1cccnc1-n1nc(C(F)(F)F)cc1C(F)(F)F
  0.3	9.7	1.6	-1.2	2.2	-0.6	-0.4	0.6	-4.0	1.6
- CC(C)CNC(=O)c1cccc(NC(=O)COc2ccc([N+](=O)[O-])cc2)c1
  1.1	-16.1	-6.0	0.3	-1.0	3.7	-0.4	1	-11.4	1.8
- Cc1cccc(NC(=O)c2cc(NC(=O)C3CCCCC3C(=O)O)ccc2N2CCCCC2)c1 (centres undefined)
  1	17.2	0.2	0.3	3.4	-1.7	-0.2	0.9	-1.6	3.8
- CC(C)(C)c1c(Cl)c(O)c(-c2ccccc2)c(=O)n1-c1ccccc1
  1.3	-0.1	6.3	-0.5	-2.3	4.8	-0.4	1.2	3.2	2.6
- CCOC(=O)c1ccc(NC(=S)N(CCCN2CCN(CC)CC2)Cc2ccco2)cc1
  1.1	19.1	0.3	-2.7	-6.5	19.7	0.2	1.1	-9.4	-0.1
- COCCNC(=O)CCCC(=O)NCCOC
  1	-8.6	-1.2	0.2	-4.0	-9.8	0.0	1.1	-21.3	1.6
- COc1ccccc1CNC(=O)c1nnc(Cc2ccc(Cl)cc2)o1
  1.1	-20.6	-5.4	0.8	1.3	-10.7	-0.2	1.1	-5.1	0.5
- Cn1nnnc1SCC(=O)Nc1ccccc1Cc1ccccc1
  0.9	-11.4	-7.3	-0.6	-1.2	-3.7	-0.1	1	-8.6	1.1
- CC(C)CCN1CN(S(=O)(=O)c2cccs2)c2nc3ccccc3nc21
  1.9	.	1.5	0.7	-0.6	-2.0	-0.1	1.5	-4.5	2.8
- CN1CCS/C1=C\C=C1/SC(=S)N(CC(=O)O)C1=O
  0.8	6.2	41.4	-0.7	-5.9	5.5	-0.6	1	39.8	5.1
- COCCN(C(=O)C1CCCC1)c1c(N)n(Cc2ccccc2)c(=O)[nH]c1=O
  1	-17.1	-4.4	-2.0	-5.8	2.2	-0.3	1.1	3.4	0.6
- O=C1Nc2ccc(Cl)cc2/C1=C/C1CC=CCC1 (centres undefined)
  0.8	2.2	-5.1	-0.2	2.1	95.7*	-0.2	0.9	-6.5	-1.3
- O=C(/C=C/c1ccccc1[N+](=O)[O-])OCC(=O)c1ccccc1
  1.1	-18.4	0.8	-0.8	-2.8	-3.8	-0.1	1.1	-1.6	1.8
- O=[N+]([O-])c1ccc(Cc2ccncc2)cc1
  1	-5.4	-1.0	-0.3	2.0	-5.5	-0.3	1	-2.8	1.2
- O=c1c2ccccc2nc(SCc2cccc(F)c2)n1Cc1ccco1
  0.8	36.2	-6.8	-3.0	-0.1	23.6	-0.2	0.8	-17.8	13.7*
- Cc1c(NC(=O)c2nn3c(C(F)(F)F)cc(-c4ccccc4)nc3c2Cl)c(=O)n(-c2ccccc2)n1C
  1	-10.1	2.5	-0.2	1.3	2.7	-0.3	1.1	-1.5	3.3
- Cc1ccc(S(=O)(=O)N(Cc2ccc(Cl)cc2)c2ccccc2C(=O)NCc2cccnc2)cc1
  1	-6.1	-1.0	-0.5	-2.2	93.2*	-0.1	0.9	-5.0	-0.2
- CC1CC(NC(=O)Cc2ccc(Br)cc2)CC(C)(C)C1 (centres undefined)
  1	.	-4.7	0.4	1.2	22.4	0.2	1	-17.8	0.3
- Cn1cccc1C(=O)OCC(=O)Nc1ccc2c(c1)OCO2
  1	-14.4	-1.8	-0.9	-1.9	1.7	0.0	1	-13.4	-0.5
- COC(=O)CNC(=O)c1ccc2c(c1)S(=O)(=O)c1ccccc1C2=O
  1.6	.	-5.7	-0.3	1.7	-3.0	-0.1	1.5	-5.7	0.7
- CCOC(=O)c1c(N)c(C#N)cn1-c1ccccc1
  0.9	13.2	1.8	0.7	-5.7	7.2	-0.1	0.9	-6.9	1.8
- O=C(OCC#CCSc1nnc(-c2ccccc2)o1)c1ccco1
  1.1	-7.4	-2.6	-2.9	-1.2	-5.6	-0.1	1	5.7	0.0
- COCCNc1cc(C)nc2c3c(C)cc(C)nc3nn12
  1	-3.5	-8.8	-0.4	2.2	7.7	-0.3	1	-19.5	0.7
- c1ccc(Cn2c(CN3CCCC3)nc3ccccc32)cc1
  1	.	-3.9	-7.4	.	3.5	0.1	1	-8.7	0.4
- CCOC(=O)c1ccccc1NC(=S)N1CCCCC1
  0.9	-5.4	4.2	0.1	3.3	-6.3	-0.4	0.9	2.1	1.4
- CCC1(C)C2(C#N)C(N)=NC(OC)(OC)C12C#N (centres undefined)
  1	.	-4.3	0.6	-2.9	-3.1	-0.4	1	-2.1	-0.3

# Screening results as filed in PubChem.
